GPR35 arrestin U2OS = inhibition of zaprinast-stimulated GPR35 beta-arrestin translocation – imaging, U2OS, beta-arrestin-GFP, zaprinast agonist, primary screen (AID 2058); U2OS GPR35 beta-arrestin-GFP translocation imaging, zaprinast antagonism; higher % means a stronger effect; inhibition, % at 10 µM, or IC50 in µM where a hit was titrated; 290,000 compounds, 0.052% hits;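 active = inhibition of at least 50% with at least 30 cells and total cytoplasm GFP at most 10,000,000; inconclusive = under 30 cells or total GFP of 10,000,000 plus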
K1F lysis inhibition = protection from phage-mediated lysis, alamar blue read-out – E. coli UTI89, K1F phage, bacterial capsule biogenesis inhibitors (AID 488966); inhibition, % at 100 µM; hits with a dose series show IC50 in µM; 340,000 compounds, 0.02% hits; E. coli UTI89 K1F phage lysis, alamar blue, 2 h; higher % means a stronger effect;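 active = phage lysis inhibition, versus mean bacterial control, above a set limit; inconclusive = no clear call, values can overlap the other calls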;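 also: capsule biogenesis inhibitors block K1F phage lysis so surviving cells raise fluorescence; higher fluorescence means more inhibition of phage lysis; actives were called in the ten point dose series up to 300 µM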
GPR55 beta-arrestin = selective activators of receptor GPR55 – imaging, U2OS cells, beta-arrestin-GFP redistribution, primary screen (AID 1961); U2OS GPR55 beta-arrestin-GFP redistribution imaging; higher % means a stronger effect; one-dose activation, % at 10 µM; EC50 in µM for titrated hits; 290,000 compounds, 0.048% hits;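 active = activation above 40% with more than 50 cells counted in the well; inconclusive = wells holding fewer than 50 cells, flagged as toxic or sparse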;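 also: U2OS osteosarcoma cells stably expressing GPR55 and beta-arrestin-GFP; plate controls were DMSO negative control for no effect and LPI positive control for full effect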
KOR beta-arrestin-1 = kappa opioid receptor activators – cell-based, luminescence, uHTS, primary screen (AID 1777); one-dose activation, % at 10 µM; EC50 in µM for titrated hits; 280,000 compounds, 0.02% hits; KOR beta-arrestin recruitment, luminescence; higher % means a stronger effect; in the data active = activation above about 50%, passing the limit was not always enough; also: a part of the inactive calls stands beside numbers as strong as those of hits
KOR beta-arrestin-2 = KOR antagonists, beta-arrestin recruitment, cell-based, luminescence, uHTS (AID 1778); KOR beta-arrestin recruitment, luminescence, antagonist mode; higher % means a stronger effect; inhibition, % at 10 µM; hits with a dose series show IC50 in µM; 290,000 compounds, 0.091% hits; in the data active = inhibition above about 50%; also: strong numbers were not always called active
NOD1 inhibition = inhibition of NOD1-driven NF-kB reporter – cell-based, luminescence, uHTS, primary screen (AID 1578); NOD1-driven NF-kB luciferase reporter cells, luminescence; higher % means a stronger effect; inhibition, % at 4 µM; hits with a dose series show EC50 in µM; 290,000 compounds, 1% hits; in the data active = inhibition mostly above about 36%, no sharp cut-off; inactive = mostly below about 34%;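 also: HEK-293T reporter cells stimulated with the NOD1 agonist gamma-tri-DAP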
GPR55 LPI antagonism = inhibition of LPI-stimulated GPR55 beta-arrestin translocation – imaging, U2OS, beta-arrestin-GFP, LPI agonist, primary screen (AID 2013) | U2OS GPR55 beta-arrestin-GFP translocation imaging, LPI antagonism; higher % means a stronger effect | inhibition, % at 10 µM, or IC50 in µM where a hit was titrated | 290,000 compounds, 0.13% hits;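 active = spots per cell inhibited over 60%, with over 100 cells counted and total cytoplasm intensity under 500,000; inconclusive = wells with under 100 cells, flagged as likely toxic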;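 also: U2OS cells stably carrying GPR55 and arrestin-GFP stimulated by 5 µM LPI near EC80; imaged beta-arrestin-GFP aggregate spots per cell after agonist stimulation; plate controls were LPI-stimulated DMSO wells for no effect and DMSO wells without LPI for full effect; some results filed as inactive read as strong as hits; confirmed hits need IC50 under 10 µM and bright autofluorescent wells are also inconclusive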
NTR1 ag = NTR1-driven beta-arrestin-GFP spot formation – imaging, U2OS cells, high content, primary screen (AID 493036); 330,000 compounds, 0.17% hits; P30989; activation, % at 20 µM; agonist mode;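 active = activation at or above 40% of the spot to cytoplasm intensity ratio, with at least 20 cells analyzed; inconclusive = wells under 20 cells, flagged as cytotoxic or low count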;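 also: 0% = DMSO without peptide and 100% = 100 nM NTR1 peptide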
Target sequence (P30989 whole entry, looked up): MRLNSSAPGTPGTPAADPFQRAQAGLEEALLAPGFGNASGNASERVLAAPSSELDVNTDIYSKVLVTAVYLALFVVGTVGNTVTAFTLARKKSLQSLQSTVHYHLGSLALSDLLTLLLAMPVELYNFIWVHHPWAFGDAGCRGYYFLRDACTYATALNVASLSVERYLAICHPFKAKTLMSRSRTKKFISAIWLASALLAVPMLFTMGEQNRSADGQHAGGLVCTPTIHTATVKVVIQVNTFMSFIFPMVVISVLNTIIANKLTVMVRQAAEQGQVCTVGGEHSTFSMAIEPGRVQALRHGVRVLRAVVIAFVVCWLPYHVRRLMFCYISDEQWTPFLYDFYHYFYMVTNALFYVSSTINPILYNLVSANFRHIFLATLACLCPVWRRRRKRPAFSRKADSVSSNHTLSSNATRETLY
MgcRacGAP inhibition = MgcRacGAP GTPase-activating activity inhibitors, confirmation, biochemical, ADP Hunter fluorescence. 340,000 compounds, 0.6% hits. AID 624330. MgcRacGAP-stimulated Rac1 GTP hydrolysis, ADP Hunter fluorescence; higher % means a stronger effect; GST-tagged Rac1 F28L mutant substrate. inhibition, % at 30 µM, or IC50 in µM where a hit was titrated;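 active = first-screen hits whose inhibition reached a set limit at any dose in the follow-up dose series; inconclusive = inhibition above the set first-screen limit but never retested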;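 also: fluorescence reports GDP produced by GAP-driven GTP hydrolysis; strong numbers were not always called active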
NTR1 ag cell count 20 µM = further read-out of NTR1 ag, marked with its call; cell count; measured here: cell count, cytotoxicity flag
* hit, by the source's call; u = inconclusive; x = no result given; [ ] = remark or other dose. An excerpt; rates above refer to the full screens.

SMILES	GPR35 arrestin U2OS	K1F lysis inhibition	GPR55 beta-arrestin	KOR beta-arrestin-1	KOR beta-arrestin-2	NOD1 inhibition	GPR55 LPI antagonism	NTR1 ag	NTR1 ag cell count 20 µM	MgcRacGAP inhibition
O=C1CCc2cc(S(=O)(=O)NC(C(=O)N3CCN(c4ccccn4)CC3)c3ccccc3)ccc2N1 (stereo not drawn)	7%	0.3%	0.7%	3.0%	-21%	-17%	15%	0.3	36	7%
N=C1/C(=C/c2cccn2-c2ccc([N+](=O)[O-])cc2)C(=O)N=C2SC=CN12	5%	2.3%[50 µM]	-0.2%	-2.5%	-34%	4%	0%	2.6	44	6%
COC(=O)c1ccc(C2C(Oc3ccc(OC)cc3)C(=O)N2CCc2ccc(OC)c(OC)c2)cc1 (stereo not drawn)	-1%	-0.1%	1.0%	-0.3%	-81%	48%	0%	3.9	60	-1%
COc1ccc(NC(=O)c2oc3ccccc3c2NC(=O)C2CCCO2)cc1OC (stereo not drawn)	11%	0.0%	0.1%	-1.8%	-35%	-47%	-2%	2.3	62	4%
Cc1ccc(C(=O)O[C@H](C(=O)O)[C@H](OC(=O)c2ccc(C)cc2)C(=O)O)cc1	-5%	0.2%	0.8%	-1.5%	15%	5%	0%	0.5	78	8%
COc1ccc(NC(=O)C2CCCN(C)C2)cc1OCC(C)C (stereo not drawn)	11%	1.2%	-0.4%	-4.6%	3%	-1%	12%	-1.0	94	3%
CN(C)c1ccc(/C=C(\NC(=O)c2ccccc2)C(=O)N/N=C/c2ccc(C(=O)O)cc2)cc1	13%	0.4%	-0.2%	-3.8%	-12%	-23%	6%	1.1	42	8%
COc1ccc(-c2cc(-c3n[nH]c(=S)n3-c3cccc4ccccc34)[nH]n2)cc1	6%	0.4%	-0.1%	-5.9%	-66%[20 µM]	-40%	-3%	1.4	40	1%
COc1ccc(S(=O)(=O)N2CCN(C)CC2)cc1C(=O)Nc1ccccc1	3%	1.2%	0.5%	-0.5%	-6%	-51%	-7%	-0.2	63	15%
COc1ccc(C(=O)NCC(=O)N/N=C/c2ccco2)cc1OC	12%	-0.7%	-0.2%	1.1%	-35%	4%	-4%	0.4	54	-2%
CCc1c(O)nc(SCC(=O)Nc2ccc3c(c2)CCC3)[nH]c1=O	-6%	0.4%	-0.2%	-0.4%	23%	2%	-2%	1.6	50	5%
O=C(Nc1cccn(Cc2c(Cl)cccc2Cl)c1=O)c1ccc(Cl)cc1Cl	1%	-0.1%	0.2%	-2.8%	9%	48%	6%	0.0	75	8%
CN(C(=O)COC(=O)c1ccccc1Nc1ccccc1)C1CCS(=O)(=O)C1 (stereo not drawn)	2%	0.5%	-0.1%	-5.7%	-17%	-2%	-2%	0.4	30	11%
C=CCC(O)(CC=C)CNC(=O)C1CCC(=O)N(CCCc2ccccc2)C1 (stereo not drawn)	2%	-0.9%	-0.1%	1.3%	3%	-8%	-5%	-0.7	62	2%
COc1ccc2nc(C)cc(N/N=C/c3ccc(F)cc3)c2c1	8%	1.9%	3.1%	1.1%	48%[20 µM]	-28%	28%	18	63	13%
Cc1oc(/C=N/NC(=O)CC2(C)OCCO2)cc1Br	0%	0.1%	-0.3%	7.3%	27%	-23%	3%	1.0	74	12%
COc1cc([N+](=O)[O-])ccc1NC(=O)CCS(=O)(=O)c1ccc2c(c1)n(C)c(=O)c(=O)n2C	11%	0.3%	0.0%	3.4%	-14%	0%	5%	0.9	41	7%
O=C(NCCN1CCOCC1)c1cc(-c2ccco2)on1	-16%	2.8%	-0.1%	-2.4%	27%	-46%	7%	0.2	68	-5%
CC1(C)CC(=O)C/C(=N\NC(=O)C2CC23CCC3)C1 (stereo not drawn)	7%	-0.7%	-0.1%	x	15%[20 µM]	-14%	13%	0.4	27	-2%
CC(C)NC(=O)c1ccccc1S(=O)(=O)c1ccccc1C#N	-3%	0.7%	-0.2%	-2.4%	27%	-14%	22%	0.1	75	2%
CC(=O)Nc1c(C(=O)Nc2ccc3c(c2)OCO3)oc2ccccc12	-10%	0.2%	-0.1%	4.4%	-20%	-85%	-1%	0.3	62	9%
Cc1ccc(Cn2nnc3c(=O)[nH]c(C4CCN(S(=O)(=O)Cc5ccccc5)CC4)nc32)cc1	-23%	-0.4%	-0.2%	1.9%	-5%	6%	0%	5.5	40	3%
CCOc1cc(S(=O)(=O)N2CCCCC2)ccc1Cl	-6%	1.3%	0.3%	-5.3%	4%	4%	-4%	2.1	51	5%
COc1cc(/C=C2/SC(=S)N(Cc3ccccc3)C2=O)ccc1OCC(=O)O	-6%	0.0%	-0.2%	-5.6%	-35%[20 µM]	3%	-10%	2.9	64	12%
CCOc1ccc(OCCC(=O)OCC(=O)NCc2ccccc2)cc1	13%	1.6%[50 µM]	-0.1%	0.0%	-20%	-3%	-17%	1.1	46	6%
O=C(CCN1C(=O)/C(=C/c2ccco2)SC1=S)Nc1ccc(O)cc1C(=O)O	1%	-0.7%[50 µM]	0.0%	-2.3%	-7%	6%	13%	0.3	64	u
COc1cc(/C=N/NC(=O)CCc2ccccc2)ccc1O	24%	0.4%	-0.1%	0.0%	13%	11%	-9%	0.5	76	29µM*
CC(=O)n1nc(-c2ccc(C)cc2)nc1NCc1ccc(F)cc1	-7%	0.6%	-0.1%	-3.6%	23%[20 µM]	-20%	-3%	x	x	7%
COc1ccccc1/C=C1\SC(=S)N(CCC(=O)NC2=NCCS2)C1=O	x	0.2%	0.1%	-0.6%	-43%	-16%	11%	-2.0	99	9%
O=c1oc2ccccc2c2c1nc(C(F)(F)F)n2-c1ccccc1	12%	0.8%	0.6%	-4.0%	8%	-2%	0%	0.5	56	9%
COc1ccc(Cn2c(=O)[nH]c3cc(C(=O)NCCCN4CCCC4=O)ccc3c2=O)cc1	-6%	0.4%	-0.2%	-1.0%	9%	-3%	8%	-0.6	87	2%
CN(Cc1nccn1C)C(=O)c1cc(COc2cccc(C(F)(F)F)c2)on1	3%	0.1%	-0.1%	-2.9%	33%	-47%	0%	-1.3	54	5%
CCSC1=C(C#N)C(c2ccc3c(c2)OCO3)C2=C(CCCC2=O)N1 (stereo not drawn)	4%	0.1%	-0.1%	3.9%	-37%	23%	1%	0.7	57	6%
COc1ccc(OCCCCN(C)Cc2ccccc2)cc1	0%	0.3%	-0.1%	-2.1%	-4%[20 µM]	-6%	-8%	-1.0	70	u
COc1cc(NC(=O)c2ccccc2)c(OC)cc1NC(=O)CN1CCOCC1	-1%	3.4%	0.1%	-3.6%	6%	-6%	-2%	-1.7	24	14%
Cc1ccccc1N(C(=O)Cn1nnc(-c2cccs2)n1)C(C(=O)NCCC(C)C)c1ccco1 (stereo not drawn)	6%	1.3%	-0.1%	-1.7%	24%	14%	9%	0.3	41	16%
COC(=O)c1cccc(NC(=O)CC2C(=O)NCCN2C(=O)c2ccc(F)cc2F)c1 (stereo not drawn)	-1%	0.2%	-0.1%	1.1%	10%	-10%	5%	1.4	61	10%
CCOc1ccc(/C=C/C(=O)N(CC)CC(=O)Nc2ccc3c(c2)OCCO3)cc1OCC	-8%	0.3%[50 µM]	0.0%	-4.4%	-8%	6%	-7%	0.8	76	3%
CC1Cc2ccccc2N1C(=O)c1ccc(N2CCCC2)c([N+](=O)[O-])c1 (stereo not drawn)	-3%	0.5%	-0.2%	3.7%	16%	-27%	-6%	-0.1	69	8%
O=C(Nc1nccs1)c1ccc([N+](=O)[O-])cc1Cl	10%	0.3%	0.0%	-1.2%	31%	-6%	14%	1.4	57	9%
O=S(=O)(c1cccc2cccnc12)N(CCO)CCO	11%	3.5%	-0.1%	6.5%	-16%	-24%	-5%	1.8	66	1%
CC(C)N(Cc1nccn1C)C(=O)CC1C(=O)NCCN1Cc1ccccc1C(F)(F)F (stereo not drawn)	-4%	0.1%	-0.2%	-0.4%	8%	36%	8%	1.0	59	8%
CC(=O)OCC1(C)CN(c2ccccc2)N(C(C)=O)C1=O (stereo not drawn)	-1%	0.4%	-0.4%	-11%	6%	-29%	11%	3.5	73	6%
Cc1cc(Cl)ccc1OCC(=O)Nc1nc(-c2cccnc2)cs1	24%	-0.2%	-0.2%	8.7%	34%	0%	1%	-0.3	64	8%
Cc1nc2ccccc2nc1OCC(=O)Nc1ccc2ccccc2c1	-1%	0.5%	0.3%	-1.5%	4%	-14%	1%	0.5	35	2%
Cc1ccc(NC(=S)N2CC(C)OC(C)C2)cc1C (stereo not drawn)	-9%	0.1%	-0.1%	-4.0%	0%	-27%	17%	-0.4	87	4%
COc1ccc(-c2nc(Cc3ccc(Cl)cc3)no2)cc1OC	3%	1.0%	0.0%	2.5%	-49%	-6%	-1%	1.0	33	6%
COc1ccc(OCCSc2nc3ccccc3n2CCC(=O)O)cc1	2%	-0.1%	0.3%	-3.2%	-2%[20 µM]	-15%	4%	1.4	67	-1%
Cc1ccc(-c2nnc(N(C)C(=O)c3cccnc3)s2)cn1	8%	2.7%	0.2%	2.6%	-10%	-24%	-24%	-2.7	92	3%

In a second layout: three of the compounds above.
structure | GPR35 arrestin U2OS | K1F lysis inhibition | GPR55 beta-arrestin | KOR beta-arrestin-1 | KOR beta-arrestin-2 | NOD1 inhibition | GPR55 LPI antagonism | NTR1 ag | NTR1 ag cell count 20 µM | MgcRacGAP inhibition
Cc1ccc(NC(=S)N2CC(C)OC(C)C2)cc1C (stereo not drawn) | -9% | 0.1% | -0.1% | -4.0% | 0% | -27% | 17% | -0.4 | 87 | 4%
COc1ccc(-c2nc(Cc3ccc(Cl)cc3)no2)cc1OC | 3% | 1.0% | 0.0% | 2.5% | -49% | -6% | -1% | 1.0 | 33 | 6%
COc1ccc(OCCSc2nc3ccccc3n2CCC(=O)O)cc1 | 2% | -0.1% | 0.3% | -3.2% | -2%[20 µM] | -15% | 4% | 1.4 | 67 | -1%
